# Screening results (PubChem BioAssay)
# pAkt inh – Akt phosphorylation inhibition; AID 651550; Neuro2A IGF-stimulated pAkt S473 HTRF, 20 min; active compounds read low; 360,000 compounds, 0.32% hits; activity change, % for hits at 50 µM; in the data active = activity change below about -80%; inconclusive = mostly about -51% to -80%; note: % is set by controls: 0 for no effect and ±100 for the full control effect
#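 Neuro2A cells in DMEM with 0.5% FBS, overnight at 37 deg C, given compound at single 50 µM final, then IGF (6 nM final) for 20 min at 37 deg C. Lysed; phospho-Akt Ser473 by HTRF after 24 h, 665/615 ratio.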
# CCT chaperon mod – modulators of cytosolic chaperonin (CCT/TRiC) activity | purified chaperonin ATPase assay, HTRF ADP detection, 30 min | activity change, % (concentration not given with the values), hits read low | 360,000 compounds, 0.3% hits | AID 651819; in the data active = activity change below about -30%; note: % is set by controls: 0 for no effect and ±100 for the full control effect
#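 ATPase activity: ADP formed was measured by HTRF Transcreener (665/615 nm ratio) after 30 min at 37 deg C with 10 uM ATP. Compounds screened at one 76 uM concentration against 40 or 20 nM TRiC in Tris pH 7.4/KCl/MgCl2/DTT buffer.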
# DRD3 antagonist – blocks the human D3 dopamine receptor | P35462 | D3R cells, DiscoveRx beta-arrestin luminescence, antagonist mode; active compounds read low | max response, negative = inhibition, % | 360,000 compounds, 2.5% hits; in the data active = max response below about -50%; inconclusive = no clear call, values can overlap the other calls; note: % is set by controls: 0 for no effect and ±100 for the full control effect; mostly tested at two doses, the higher about 12 µM
#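 Cells plated overnight at 1500 cells/well, then exposed to library compounds with dopamine controls for 90 minutes at 37 degrees C. DiscoveRx reagent added for 30–60 minutes at room temperature; luminescence read, quantitative HTS format.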
# D3 ag – D3 dopamine receptor (human) agonism; P35462; D3R DiscoveRx beta-arrestin cells, luminescence, 90 min; max activation, %; 410,000 compounds, 0.58% hits; AID 652048; in the data active = max activation above about 30%; note: 0% is about no effect; mostly tested at two doses, the higher about 12 µM
#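 Agonist mode: compounds and dopamine controls were applied to plated cells for 90 min at 37 degrees C after an overnight attachment at 1500 cells/well. Luminescent read-out followed 30 - 60 minutes at room temperature with DiscoveRx detection reagent.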
# EPAC2 antag – antagonists of human EPAC2 | 360,000 compounds, 0.18% hits | Q8WZA2 | Potency, µM (top dose mostly 114 µM), without a hit: top-dose activity, negative = inhibition, most hits filed as inhibitors | EPAC2 GEF exchange of Rap1B-BODIPY-GDP, fluorescence; note: potency is the fitted concentration of half-maximal effect; % is set by controls: 0 for no effect and ±100 for the full control effect; nearly all actives have a fitted effect of over 45% in size; many of its hits are not listed in these tables
# Target sequence (Q8WZA2 whole entry, looked up): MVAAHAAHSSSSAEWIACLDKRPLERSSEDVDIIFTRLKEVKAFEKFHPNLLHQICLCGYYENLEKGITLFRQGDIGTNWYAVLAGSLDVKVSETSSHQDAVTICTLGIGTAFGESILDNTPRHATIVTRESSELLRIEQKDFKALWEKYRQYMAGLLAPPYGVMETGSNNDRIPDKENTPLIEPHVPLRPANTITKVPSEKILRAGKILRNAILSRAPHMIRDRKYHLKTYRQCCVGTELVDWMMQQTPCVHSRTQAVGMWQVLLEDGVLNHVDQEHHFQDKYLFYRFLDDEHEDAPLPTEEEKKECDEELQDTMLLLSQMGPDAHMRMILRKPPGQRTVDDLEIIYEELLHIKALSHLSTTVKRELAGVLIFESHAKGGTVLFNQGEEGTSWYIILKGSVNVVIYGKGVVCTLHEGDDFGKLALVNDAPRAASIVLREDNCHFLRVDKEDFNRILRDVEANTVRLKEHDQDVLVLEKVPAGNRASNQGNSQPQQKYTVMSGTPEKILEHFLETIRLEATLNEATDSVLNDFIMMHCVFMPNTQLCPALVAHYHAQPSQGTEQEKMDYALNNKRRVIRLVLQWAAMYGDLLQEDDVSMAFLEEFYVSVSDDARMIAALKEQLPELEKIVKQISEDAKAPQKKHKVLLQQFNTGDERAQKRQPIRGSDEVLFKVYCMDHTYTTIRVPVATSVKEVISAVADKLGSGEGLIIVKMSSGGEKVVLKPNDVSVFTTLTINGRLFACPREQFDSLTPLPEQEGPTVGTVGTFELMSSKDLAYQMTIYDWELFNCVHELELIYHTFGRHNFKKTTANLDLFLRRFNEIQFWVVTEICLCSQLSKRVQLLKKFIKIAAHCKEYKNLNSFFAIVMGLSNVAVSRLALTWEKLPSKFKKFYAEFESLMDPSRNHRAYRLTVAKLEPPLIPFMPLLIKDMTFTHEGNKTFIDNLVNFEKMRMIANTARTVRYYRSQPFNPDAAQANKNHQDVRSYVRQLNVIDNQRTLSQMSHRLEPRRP
# PTHR1 ag – activates the human parathyroid hormone receptor PTHR1. Q03431. HEK293 GP2 PTHR1 cells, GloSensor cAMP luminescence, 1 h. Potency, µM (doses to about 115 µM), without a hit: at the top dose activation, usual class: activators. 410,000 compounds, 0.075% hits; note: potency is the fitted concentration of half-maximal effect; nearly all actives have a fitted effect of over 55% in size; some results filed as inactive show a strong effect at the top dose; inactives centre near -15; many of its hits are not listed in these tables
#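 HEK-293-derived GP2 cells expressing PTHR1 and a GloSensor cAMP reporter, 3,000/well, plated overnight, given luciferin plus IBMX (each 0.5 mM as added) for 1 h at 37 °C, then compound for 1 h at 37 °C. Luminescence was read after 15 min at room temperature.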
# EPAC2 ag – EPAC2 (human) agonism; Q8WZA2; EPAC2 activation, biochemical qHTS; response scale: 100% = 6.5 mM cAMP response; Potency, µM (doses to about 154 µM), for the others: top-dose activation, actives largely listed as activators; 360,000 compounds, 0.079% hits; note: potency is the fitted concentration of half-maximal effect; nearly all actives have a fitted effect of over 50% in size
#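 Nucleotide exchange monitored as fluorescence drop when BODIPY-GDP leaves Rap1B. Reaction: 100 nM EPAC2, 250 nM RAP1B-BODIPY-GDP, 50 uM GDP, room temperature, kinetic read over 30 min. Activity expressed relative to 6.5 mM cAMP.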
# Mm-Cpn inhibitor – inhibitors of Methanococcus maripaludis chaperonin (MmCpn); purified Mm-Cpn ATPase, ADP Transcreener TR-FRET; Potency, µM (highest dose often 76.9 µM), for the others: at the top dose activity, negative = inhibition, hits mostly inhibitors; 330,000 compounds, 0.031% hits; note: potency is the fitted concentration of half-maximal effect; % is set by controls: 0 for no effect and ±100 for the full control effect; nearly all actives have a fitted effect of over 80% in size
#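 Inhibition of chaperonin ATP hydrolysis is measured as reduced ADP production, detected by competitive TR-FRET in which signal falls with ADP. Final enzyme 25 nM and ATP 10 uM, reacted 30 min at 37°C.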
# * hit, by the source's call; i = inactive; ? = inconclusive; . = not tested or not shown; [ ] = another dose, or the depositor's remark. Unless noted, calls come from the whole dose curve; as a rule, active = well fitted curve in the direction sought with a large enough effect; inconclusive = small, poorly fitted or top-dose-only effect, or another doubt; inactive = no such curve, though single readings can be large; an effect the other way counts as inactive or inconclusive.
# Each structure is followed by: pAkt inh	CCT chaperon mod	DRD3 antagonist	D3 ag	EPAC2 antag	PTHR1 ag	EPAC2 ag	Mm-Cpn inhibitor
> NC(=O)CSc1nnc(Cn2c(=O)sc3ccccc32)n1-c1cccc(Cl)c1
  i	-4.9	-24.4	-16.0	-2.7%	i	-1.5%	0.6%
> COCC(C)NC(=O)CCS(=O)(=O)c1nc(-c2ccc(OC)cc2)cc(C(F)(F)F)n1 (configuration not stated)
  i	-1.5	-86.9*	-18.4	-7.7%	-33.9%[inhibitor]	1.7%	-5.8%
> COc1ccc(NC(=O)CSc2ccc(-c3sc(C)nc3C)nn2)cc1
  i	-1.7	19.3	0.8	4.9%	-31.4%	5.4%	-19.3%
> Cc1ccc(C2(O)C(=O)c3ccccc3C2=O)c(O)c1C
  i	1.9	-6.7	-5.7	-6.1%	-20.1%	15.4%	0.4%
> Cn1c(/C=C/c2ccccc2)nc2ccccc2c1=O
  i	-3.4	-23.4	-15.2	-14.6%	-10.7%	12.0%	-2.3%
> CCc1nc2c(OCCOC)cccn2c1N(C)C(=O)c1ccc(C)cc1
  i	-2.4	-18.0	-2.3	3.4%	i	11.0%	.
> COc1ccc(N2C(=O)C3[C@@H](C2=O)C2(Cl)C(Cl)=C(Cl)C3(Cl)C2(OC)OC)cc1 (some centres not stated)
  i	-0.3	0.0	3.7	-29.0%	i	10.1%	-1.4%
> O=c1ccc2cc(S(=O)(=O)N3CCN(c4ccccc4)CC3)ccc2[nH]1
  i	1.5	-5.9	-5.6	0.8%	-17.7%	-6.0%	-1.6%
> Cc1ccc2c(c1)C(=O)C(=O)N2Cc1ccc(Cl)cc1
  i	-2.4	-63.6*	-33.5	-22.4%	i	7.7%	-1.0%
> CCCn1c(N)c(C(=O)CSc2nnc(C3CC3)n2-c2ccccc2)c(=O)[nH]c1=O
  i	0.7	17.0	1.2	12.3%	-0.2%	7.6%	1.5%
> CC(NS(=O)(=O)c1ccccc1)C(=O)NCc1ccco1 (configuration not stated)
  i	-0.8	2.7	5.2	12.4%	-3.9%[57.5 µM]	-5.0%	1.4%
> O=C(CSc1nnc(-c2cccc(S(=O)(=O)N3CCCC3)c2)n1-c1ccccc1)Nc1ccc(C(=O)O)cc1
  i	-0.4	0.0	-7.7	-20.3%	-1.0%	-2.8%	-2.3%
> O=C(NCCc1c[nH]c2ccccc12)OCCCCOC(=O)NCCc1c[nH]c2ccccc12
  i	0.6	26.5	60.3*	2.9%	-89.4%[inhibitor]	8.4%	1.1%
> Cc1ccc(-n2ncc3c(Nc4c(C)n(C)n(-c5ccccc5)c4=O)ncnc32)c(C)c1
  i	6.2	-4.7	-6.2	9.1%	-5.7%[57.5 µM]	1.6%	0.3%
> C/C(=N\NC(=O)CSCc1ccccc1Cl)c1cc(O)ccc1O
  i	2.3	-20.5	-14.0	-0.9%	-22.8%	14.0%	1.2%
> Cc1nn(C)cc1/C=N/n1nnnc1N
  i	-0.9	9.6	13.4	-4.1%[57.1 µM]	i	0.9%	0.5%
> Cc1ccc(NC(=O)/C(=C\c2cccc([N+](=O)[O-])c2)NC(=O)c2cccs2)cc1
  i	1.1	-0.1	2.2	-14.6%	16.3%	-13.9%	-0.7%
> O=C(NCc1ccccc1C(F)(F)F)C12CN(Cc3ccccc3)CC1C(c1ccc([N+](=O)[O-])cc1)=NO2 (configuration not stated)
  i	0.2	4.5	15.0	12.8%	4.9%	5.8%	-5.9%
> COc1ccc(CCNC(=O)[C@@H](NC(=O)c2ccccc2F)C(C)C)cc1OC
  i	-4.1	-7.1	-5.0	-3.5%	i	2.0%	0.9%
> O=C(Nc1ccc(Cl)cc1C(=O)NCC1CCCO1)c1ccco1 (configuration not stated)
  .	2.7	11.1	3.2	7.6%	-12.2%[57.5 µM]	3.8%	.
> CC(C)c1ccc(C2NC(=S)NC3=C2C(=O)CC(C)(C)C3)cc1 (configuration not stated)
  i	-1.2	-4.7	-2.6	-2.0%	-17.2%	-14.9%	-0.5%
> S=C(Nc1ccc(Nc2ccccc2)cc1)N1CCN(c2ncccn2)CC1
  i	-8.3	-15.5	4.9	18.9%	-17.0%	11.9%	-0.4%
> CCCCN(C)C(=O)c1sc(=O)n(Cc2ccccc2F)c1C
  i	-0.7	6.7	4.5	-5.8%	-23.3%	-6.3%	.
> CCCOc1ccc(CNC(=O)c2ccc3c(c2)N(CC)CCS3)cc1
  i	-15.9	-65.1*	-13.7	3.5%	i	9.5%	-11.6%
> CC(C)(C)c1nnc2sc(SCC(=O)N3CCCCC3)nn2c1=O
  i	0.2	-2.0	5.8	8.3%	i	8.5%	0.0%
> CCOC(=O)c1c(NC(=O)CSc2nnnn2-c2ccccc2)sc2c1CC(C)(C)NC2(C)C
  i	-0.5	-12.5	-12.5	-12.1%	i	8.5%	-2.6%
> O=C(Nc1ccc(F)cc1)N1CCN(c2nc3ccccc3s2)CC1
  i	-0.9	-1.1	3.2	-2.5%	-47.9%[inhibitor][57.5 µM]	-7.6%	1.6%
> CC(NC(=O)/C(C#N)=C/c1cn(-c2ccccc2)nc1-c1ccc(F)cc1)c1ccccc1 (configuration not stated)
  i	-1.0	-9.7	-3.1	2.5%	-37.1%[inhibitor]	-5.9%	-1.2%
> O=c1cnnc(Nc2ccccc2F)[nH]1
  i	-2.6	-9.5	5.7	-10.1%	-3.1%	6.8%	1.4%
> Nc1cc(Oc2cccnc2)cc([N+](=O)[O-])c1
  i	2.5	-3.8	2.8	5.1%	i	-6.1%	3.2%
> COCCN(C(=O)Cn1nnc2ccccc21)C(C(=O)NC1CCCC1)c1ccc(OC)cc1OC (configuration not stated)
  i	-3.4	8.3	3.0	10.0%	-7.4%[57.5 µM]	1.3%	2.1%
> CC(=O)Nc1cc2ccc(OC(C)=O)cc2oc1=O
  i	-1.0	0.0	-5.7	4.1%	-13.1%	6.6%	-1.8%
> C=CCN(CC=C)Cc1cc(=O)oc2cc(C)c(Cl)cc12
  i	0.3	11.1	7.6	?	-6.2%	5.0%	.
> CC1=Nc2ccccc2N=C(NC(=O)CN2CCN(c3ccccc3)CC2)C1c1ccccc1 (configuration not stated)
  i	0.0	7.1	-2.0	4.3%	i	4.1%	3.0%
> CC(Nc1cc(N2CCCC2)ccc1[N+](=O)[O-])c1ccccc1 (configuration not stated)
  i	-0.6	14.6	-1.0	10.0%	-26.5%	0.4%	-0.9%
> COc1ccccc1CNC(=O)CN1C(=O)NC2(CCCC2)C1=O
  i	-1.2	5.1	-0.5	10.7%	-6.3%	-1.1%	-3.4%
> Cc1ccc(S(=O)(=O)N2C[C@H]3[C@H]4C(=O)N(Cc5ccccc5)C(=O)[C@H]4CC(=O)[C@H]3[C@@H]2c2ccccc2Cl)cc1
  i	0.5	14.3	4.4	-3.5%	-20.4%	9.9%	.
> O=C(NCc1ccccc1)c1ccc2c(c1)C(=O)N(Cc1ccncc1)C2=O
  i	-4.0	3.6	0.5	-1.2%	i	-1.0%	1.1%
> O=C(c1ccccc1)c1ccc(Cn2cc(-c3ccccc3)nn2)cc1
  i	-0.6	15.4	13.6	-4.8%	-2.6%	10.4%	-2.0%
> Cc1ccc(S(=O)(=O)N2CCCC2C(=O)OCC(=O)Nc2ccc3c(c2)OCO3)cc1 (configuration not stated)
  i	0.8	-3.4	1.6	-22.0%	-17.7%	-11.6%	1.3%
> Cc1sc(N)nc1-c1ccccc1
  i	-2.0	2.5	-4.6	5.7%	-0.2%	-3.7%	-0.6%
> CCCCCOC(=O)C1[C@H]2C(=O)N(c3ccccc3CC)C[C@]23C=C[C@H]1O3 (some centres not stated)
  i	-1.0	-14.9	-8.7	-1.1%	i	8.1%	-4.4%
> CCc1c(C#N)c(=O)[nH]c(=O)n1-c1ccccc1
  i	-0.7	12.7	2.1	12.3%	4.1%	6.1%	.
> COC(=O)CN(c1cccc(OC)c1)S(C)(=O)=O
  .	-4.6	30.0	-1.5	0.1%	i	1.1%	0.8%
> COc1cc(F)c(C2=CC(=O)C[C@H](c3ccc(Cl)cc3)C2)cc1F
  i	-2.2	-20.2	-9.6	-12.9%	-31.9%[inhibitor]	8.8%	-1.5%
> O=S(=O)(Nc1c(O)ccc2ccccc12)c1cccc2ccccc12
  i	-0.7	-18.5	-15.5	-5.3%	i	15.0%	.
> O=C(C(=C1NCCN1)n1cncn1)c1ccccc1
  i	-3.2	-17.5	-13.1	11.4%	i	-2.0%	0.3%
> Cc1nc(N2CCN(c3ccccc3)CC2)[nH]c(=O)c1Cc1ccccc1
  i	-0.8	8.7	-1.3	2.7%	i	3.7%	-1.0%
> CS(=O)(=O)N(CC(=O)N1CCCC1)c1cccc(C(F)(F)F)c1
  i	-14.4	0.0	-2.1	10.7%	i	5.9%	.
> CNC(=S)N(CCc1c(C)[nH]c2ccc(OC)cc12)Cc1cccnc1
  i	-4.9	-8.6	-4.3	-13.2%	1.7%	10.2%	-2.5%
> O=C(c1ccc(F)cc1)C1CCN(Cc2ccccc2)CC1
  i	-2.7	-86.2*	-9.2	4.4%	i	5.6%	.
> Cc1cc(C)nc(Nc2ccc(O)cc2)n1
  i	-1.0	0.8	0.3	2.8%	i	2.2%	-4.8%
> CC1(C)N=C(N)N=C(N)N1c1ccc(F)cc1F
  i	0.1	33.0	0.8	7.2%	i	1.8%	-2.5%
> O=C(O)C1CC(=O)N(Cc2ccc3c(c2)OCO3)C1 (configuration not stated)
  i	-3.2	-106.0*	-14.2	1.6%	-24.3%	8.7%	1.4%
> Cc1sc2nc(SCC(=O)N3CCOCC3)[nH]c(=O)c2c1C
  i	-0.7	-3.4	-3.6	16.6%	-5.0%	4.6%	3.2%
> CC1CN(CC(=O)NCc2ccc(Cl)cc2)CC(C)O1 (configuration not stated)
  i	2.7	-26.2	-7.9	1.4%	-5.0%	23.7%	0.7%
> COc1cc(CN2CCc3ccccc3C2)ccc1O
  i	-1.5	-90.2*	-22.0	-0.1%	-39.8%[inhibitor]	3.8%	0.9%

# This is a subset; rates above refer to the full screens.
